# Bioassay records: PubChem BioAssay, several laboratories
# MITF TRPM1 inh – inhibitors of MITF-dependent TRPM1 promoter reporter, primary screen, cell-based, SK-MEL-5, single point, luciferase | AID 488899, 2010 | SK-MEL-5 TRPM1 promoter luciferase, 24 h | inhibition, % at 12.5 µM | 330,000 compounds, 0.83% hits;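 active = mean inhibition across replicates of 60% or more, whatever share of single replicates reaches that level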; also: values of inactives mirror those of a sister screen read the other way
# H9c2 protect – cardioprotection against H2O2-induced cell death, primary screen, uHTS, H9c2 cells, ATPLite luminescence | H9c2 cardiomyocytes, H2O2 injury protection, 2 h | protection from H2O2 cell death, % at 20 µM | 360,000 compounds, 0.63% hits | AID 588492, 2011;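 active = compounds giving at least 50% protection of heart cells from peroxide-induced death in the single-dose screen, raw or plate-pattern-corrected value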;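 also: 0% = DMSO wells with peroxide and 100% = DMSO wells without peroxide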
# HIF-2a inh – HIF-2a reporter inhibitors, primary screen, luminescence, 786-0 RCC cells; 360,000 compounds, 0.72% hits; 786-0 RCC cells HIF-2a reporter, luciferase luminescence, overnight; AID 624352, 2012; inhibition, % at 18.8 µM;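 active = inhibition of the luminescence signal of 40% or more relative to plate controls, in a single-dose primary screen at 18.75 µM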
# CaV13 FRET inh – Primary screen for inhibitors of IQ motif and Ca2+-dependent inactivation inhibitor domain binding in CACNA1D, Förster resonance energy transfer in living cells, …; AID 743397; HEK cells, CFP/YFP FRET ICDI-IQ, plate reader, 10 min; percent FRET-ratio fall versus neutral wells; 340,000 compounds, 0.098% hits; inhibition, % at 12.3 µM;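 active = mean replicate inhibition of at least 30% and at least 1% of replicates passing that level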;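 also: 0% = median of the neutral control wells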
# NR2E3 ag-1 – NR2E3 agonists in two-hybrid cells, primary screen, cell-based, luminescence, CHO-S, Gal4-NCOR/VP16-NR2E3 | luciferase | inhibition of corepressor binding, % at 3.98 µM | 360,000 compounds, 0.35% hits | AID 602229, 2012;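 active = inhibition above the mean of all tested compounds plus 3 SD, cut at about 70% in these data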;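 also: 0% = DMSO with NR2E3 transfected cells and 100% = cells lacking NR2E3 construct; higher means lower luciferase signal from less NR2E3 corepressor binding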
# Target sequence (Q9Y5X4 whole entry, looked up, the tested form may be a part): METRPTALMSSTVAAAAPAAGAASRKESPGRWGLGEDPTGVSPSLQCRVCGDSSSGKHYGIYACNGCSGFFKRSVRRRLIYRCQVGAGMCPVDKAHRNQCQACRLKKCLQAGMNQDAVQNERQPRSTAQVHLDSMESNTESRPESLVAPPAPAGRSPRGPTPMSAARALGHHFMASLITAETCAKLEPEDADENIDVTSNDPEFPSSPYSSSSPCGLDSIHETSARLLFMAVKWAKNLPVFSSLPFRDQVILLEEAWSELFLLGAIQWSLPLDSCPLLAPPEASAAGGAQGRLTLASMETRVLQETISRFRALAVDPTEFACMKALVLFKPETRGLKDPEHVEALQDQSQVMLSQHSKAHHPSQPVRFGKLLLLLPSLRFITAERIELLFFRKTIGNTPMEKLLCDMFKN
# Peg3 prom inh – Peg3 promoter-driven luciferase inhibitors, primary screen, cell-based, HeLa, luciferase luminescence; inhibition, % at 20 µM; 360,000 compounds, 1.7% hits; HeLa PEG-Prom luciferase reporter, overnight;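 active = inhibition of at least 50% at 20 µM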
# PDI inh – inhibitors of human PDI, primary screen, biochemical, turbidity, single point, plate reader | PDI insulin aggregation turbidity, A650, 90 min | inhibition, % at 10 µM | 350,000 compounds, 0.052% hits;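 active = mean inhibition across replicates of 30% or more, whatever share of single replicates reach that level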;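 also: absorbance from insulin aggregation driven by PDI reduction with DTT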
# Target sequence (P07237 whole entry, looked up): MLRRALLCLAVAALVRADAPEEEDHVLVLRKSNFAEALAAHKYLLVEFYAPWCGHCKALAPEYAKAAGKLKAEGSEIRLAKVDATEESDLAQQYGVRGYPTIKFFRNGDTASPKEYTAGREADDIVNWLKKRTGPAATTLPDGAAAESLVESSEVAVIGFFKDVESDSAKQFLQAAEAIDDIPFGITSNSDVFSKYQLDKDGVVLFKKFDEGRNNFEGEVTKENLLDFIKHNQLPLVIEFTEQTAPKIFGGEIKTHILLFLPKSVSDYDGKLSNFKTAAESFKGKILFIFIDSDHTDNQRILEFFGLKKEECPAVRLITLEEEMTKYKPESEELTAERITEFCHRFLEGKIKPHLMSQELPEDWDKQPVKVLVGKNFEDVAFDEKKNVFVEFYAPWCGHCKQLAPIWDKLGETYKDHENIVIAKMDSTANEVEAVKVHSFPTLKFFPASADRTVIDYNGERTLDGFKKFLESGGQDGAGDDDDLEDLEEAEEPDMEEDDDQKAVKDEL
# NR2E3 ag-2 – inhibitors of NR2E3-RetCOR corepressor binding, primary screen, NR2E3 agonist project, biochemical, TR-FRET, GST-NR2E3, biotin-RetCOR; Photoreceptor-specific nuclear receptor (Homo sapiens), Q9Y5X4; 1536-well; inhibition of corepressor binding, % at 4.78 µM; 320,000 compounds, 0.12% hits; AID 2300, 2010;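 active = percent inhibition above the cutoff of mean plus 3 SD of all tested compounds, set per screening campaign, cut at about 20% in these data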;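 also: 0% = DMSO wells and 100% = biotin wells as full block of FRET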
#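 System: GST-tagged NR2E3 plus biotinylated RetCOR corepressor; Buffer or medium: pH 7.5 Tris-based buffer; Probe or stimulus: RetCOR corepressor, biotinylated, 7 nM; Doses: compound at 4.8 µM, single dose; Schedule: 5 h incubation at 4 °C; Technique: time-resolved FRET; Evaluation: percent inhibition of TR-FRET ratio; Replication: one well per compound, singlicate testing.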
# hiPSC survival – enhancers of single-cell hiPSC survival, primary screen, ATPlite luminescence | 360,000 compounds, 0.044% hits | AID 602274, 2012 | survival enhancement, % at 20 µM | 100% = ROCK inhibitor wells, 0% = DMSO; in the data active = survival enhancement above about 18%;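 also: cells exposed to compounds for 16 hours before the ATP read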
# HTR2A ag – mouse Htr2a agonists via beta-arrestin recruitment, primary screen, cell-based, luminescence | AID 624169, 2012 | 360,000 compounds, 0.66% hits | CHO-K1 mHTR2A beta-arrestin complementation; percent of 30 µM serotonin response | activation, % at 7.6 µM | 5-hydroxytryptamine receptor 2A (Mus musculus), P35363;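 active = activation above a run cutoff, the mean activation of all tested compounds plus 3 SD, cut at about 14% in these data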;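 also: 0% = plate median of compound wells and 100% = 30 µM serotonin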
# Shn3 3UTR inh – reduction of Shn3 3'UTR firefly luciferase signal, primary screen, Schnurri-3 inhibitor project, cell-based, Clone20 osteoblasts, set 2; Clone20 osteoblast Shn3 3'UTR firefly luciferase, 24 h; inhibition, % at 12.5 µM; 360,000 compounds, 0.52% hits; AID 588674, 2011;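 active = mean inhibition of at least 75% with every replicate also reaching 75%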;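 also: 0% = median of neutral control wells and 100% = pilot-screen positive control compound; some compounds past the cut are filed as inactive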
# * = called active by the depositor; x = no result given; & = joins results of further samples.
SMILES,MITF TRPM1 inh,H9c2 protect,HIF-2a inh,CaV13 FRET inh,NR2E3 ag-1,Peg3 prom inh,PDI inh,NR2E3 ag-2,hiPSC survival,HTR2A ag,Shn3 3UTR inh
CC(C)C[C@@H](CN1CCC[C@H]1CN1C(=O)C(=O)NC[C@@H]1Cc1ccccc1)N1C[C@H](Cc2ccc(O)cc2)N(CCc2ccccc2)C(=O)C1=O,x,x,6,-6,8,x,x,x,1.0,9,x
CC(=O)C1=C(O)C(=O)N(c2ccc(C)cc2)C1c1ccc([N+](=O)[O-])cc1 (stereo not given),1,-2,21,-5,8,1,-31,5,3.5,-1,-8
CC(C)(C)S(=O)N1Cc2cc(C(=O)NCc3ccc(Oc4ccccc4)cc3)nc(-c3cccc(-c4cc5ccccc5o4)c3)c2[C@@H]1CCO (stereo not given in full),x,-6,-3,x,-18,80*,x,x,-0.4,-4,-49
CC1CCCCC1NC(=O)Cn1nnc2ccccc2c1=O (stereo not given),-16,-5,-15,8,-17,-29,4,2,-0.1,4,7
Cc1ccc(/C=N/Nc2ccc(Cl)c(C(=O)O)c2)s1,12,8,-44,-5,-180,-122,2,-2,0.5,1,-97
O=C1CNC(=O)/C1=C/c1ccc(O)cc1,-7,16,9,-4,13,6,-7,4,-2.2,6,-7
COc1ccc(N(CC(=O)Nc2cc(C)ccc2C)S(=O)(=O)c2c(C)nn(C)c2C)cc1,x,1,7,-6,-1,11,x,5,-2.4,5,14
O=C(Cn1nnc(-c2ccccc2)n1)NNC(=O)c1ccc(Br)cc1,-2,7,20,-4,-27,20,2,4,-2.7,-2,-11
CCc1nc2c(OCc3ccccc3C(=O)OC)cccn2c1N(C)C(=O)Nc1ccccc1OC,x,-6,21,-7,5,14,10,x,4.3,-2,24
O=C(c1ccc(F)cc1)N1CCOCC1,-7,10,10,-6,0,10,0,1,0.1,-1,-23
O=C(CCC(=O)c1ccc(Oc2ccccc2)cc1)Nc1cccc(Cl)c1,-5,-8,15,-5,-8,16,-10,0,-0.9,-2,-8
Cc1ccc(OCCC(=O)O)cc1,-1,-1,15,-6,4,21,2,9,0.1,1,-6
CC(=O)N1c2ccccc2NC2=C(C(=O)CCC2)C1c1ccc(F)cc1 (stereo not given),-3,-1,24,x,-10,20,-4,3,-2.4,-3,3
CN(c1ccccc1)S(=O)(=O)c1cccc(NC(=O)CSc2ncc(C(F)(F)F)cc2Cl)c1,-5,-4,3,-1,-8,19,24,-2,-0.9,-5,5
COc1ccc(/C=C/C(O)=C(\C#N)c2nnc(N3CCOCC3)n2-c2ccccc2)cc1OC,0,28,-24,5,-12,29,-3,2,0.2,-3,-33
Cc1cc(C)cc(NC(=O)C2CCCN2S(=O)(=O)c2ccc3c(c2)C(C)(C)C(=O)N3C)c1 (stereo not given),6,-2,0,-3,-17,13,x,-3,0.9,2,-8
COC(=O)Oc1cncc(C(=O)O)c1,5,-2,13,-5,4,12,-1,0,-3.3,-5,-15
O=C1CCc2cc(S(=O)(=O)NC3CCCCC3)cc3c2N1CC3,1,3,0,x,0,-15,8,2,0.4,2,3
Cc1ccc(S(=O)(=O)N2CCN(C(=O)Cc3ccsc3)CC2)c(C)c1,3,2,16,x,-14,12,-4,-1,-0.5,0,11
CC1=C(C(=O)Nc2ccccc2)C(c2cccnc2)n2nc(-c3cccnc3)nc2N1 (stereo not given),10,-2,11,-3,-23,7,0,2,-1.4,-2,-15
COc1ccccc1CNC(=O)c1cc(-c2cc(F)ccc2OC(C)C)n[nH]1,x,7,17,-6,8,10,7,x,-2.6,-4,-6
COc1ccc(C2=Nn3c(nnc3-c3ccc(OC)cc3)SC2)cc1,12,8,15,-4,-45,14,0,0,-1.7,4,11
COc1cccc(Cl)c1NC(=O)N1CCc2c([nH]c3ccccc23)C1C(F)(F)F (stereo not given),-12,-9,-7,-5,5,9,9,-4,-0.5,-6,-20
CC(=O)c1cccc(CN2CCC(C(=O)Nc3ccc(-c4cccc(C)c4)cc3)CC2)c1,36,-7,-12,-1,-1,16,13,2,-0.7,-11,34
Cc1nnn(-c2nonc2N)c1C(=O)N/N=C/c1cccc2ccccc12,-2,9,4,-3,-25,52*,-2,2,-1.5,1,9
SMILES,MITF TRPM1 inh,H9c2 protect,HIF-2a inh,CaV13 FRET inh,NR2E3 ag-1,Peg3 prom inh,PDI inh,NR2E3 ag-2,hiPSC survival,HTR2A ag,Shn3 3UTR inh
C=CCn1c2ccccc2c2nnc(SC(CC)C(=O)Nc3sc4c(c3C#N)CCCC4)nc21 (stereo not given),10,-8,-2,-8,-5,14,0,1,-2.4,2,13
O=C1CCN(Cc2ccccc2)C(=O)N1c1ccccc1,6,2,13,-12,-2,1,-4,-1,-0.2,4,6
O=S(=O)(/C=C/c1ccccc1)Nc1ccc(N2CCOCC2)cc1,6,-21,3,-6,3,7,2,1,-2.0,7,9
CCOC(=O)/C(C#N)=N\Nc1ccc(S(=O)(=O)Nc2nc(C)cc(C)n2)cc1,1,4,13,-4,17,-3,19,0,2.4,2,10
COc1ccccc1-c1nc(-c2ccccn2)no1,45,-13,43*,-5,-103,47,3,4,-5.5,-2,7
Cc1nc(-c2ccncc2)sc1C(=O)Nc1ccc(Br)cc1,17,-6,-16,-6,-24,-41,-3,2,-0.8,-1,11
Cc1ccc(C2(C)NC(=O)N(CC(=O)Nc3ccccc3N3CCCCC3)C2=O)cc1 (stereo not given),-7,9,18,-6,4,30,2,2,0.2,-8,5
CCc1c(C)nc2nc(SCc3ccccc3Cl)[nH]n2c1=O,-6,-6,8,-2,69,6,-14,-3,-0.4,7,13
N#Cc1c2n(cnc1=O)CCCCC2,5,-8,5,x,12,4,-9,5,3.8,-1,12
CC1CN(c2nn3c(=O)c4ccccc4nc3c3ccccc23)CC(C)O1 (stereo not given),19,65*,15,x,-11,24,-6,-1,-2.0,2,-9
COc1ccc(Cn2ccc(=O)c(Cc3c(Cl)cccc3Cl)c2C)cc1,6,-8,14,-5,-9,21,-11,3,-1.8,-2,4
CC(=O)NC1=NN(C(C)=O)C(C)(c2ccc(Cl)s2)S1 (stereo not given),26,2,15,-6,-60,23,-1,-2,-2.2,3,24
COc1cc(OC)cc(C(=O)NN2CCCCC2)c1,-3,-3,-7,-9,16,-2,9,1,-0.6,5,9
CN(C(=O)CSc1ncnc2sc3c(c12)CCC3)C1CCS(=O)(=O)C1 (stereo not given),-13,-7,12,-18,-42,6,19,1,0.8,8,-8
Cc1nnc(SCCC(=O)Nc2ccc(F)cc2)s1,-2,-2,4,-4,2,-1,1,-1,-1.2,4,2
CCCCCCc1cc2cc(S(=O)(=O)c3ccc(F)c(Cl)c3)c(=O)oc2cc1O,21,-14,21,13,-28,49,-4,-1,-0.8,8,9
O=C(CNC(=O)c1ccc(Br)o1)Nc1cccc(S(=O)(=O)N2CCOCC2)c1,18,-5,22,-2,-1,-26,-4,0,-0.4,-2,4
O=C(Cc1ccc2c(c1)OCCO2)N1CCN(S(=O)(=O)c2cccc(C(F)(F)F)c2)CC1,-1,10,11,-10,3,15,1,2,-0.1,4,-14
CN(CC(=O)Nc1ccccc1C(F)(F)F)C(=O)Cn1c(=O)oc2ccccc21,-9,5,1,-7,4,6,-5,3,-0.1,10,12
Cc1nn(CC(=O)N2CCc3ccccc3C2)c(C)c1Cl,-13,2,-3,-7,11,-12,-5,3,-0.5,3,-6
N#Cc1ccccc1OCC(=O)OCC(=O)NCc1ccc2c(c1)OCO2,2,1,3,-5,-11,7,-3,2,0.2,7,5
CC(=O)CC(c1ccccc1)c1c(O)c2ccccc2oc1=O (stereo not given),7&-13&-5,16&10&1,8&-2&2,-6&-5&-4,-17&-44&-28,1&12&6,-3&-5&2,3&3&-3,-1.4&-0.4&6.7,-4&4&-2,-1&-22&14

# Among those listed so far, these contain fluorine.
SMILES,MITF TRPM1 inh,H9c2 protect,HIF-2a inh,CaV13 FRET inh,NR2E3 ag-1,Peg3 prom inh,PDI inh,NR2E3 ag-2,hiPSC survival,HTR2A ag,Shn3 3UTR inh
O=C(c1ccc(F)cc1)N1CCOCC1,-7,10,10,-6,0,10,0,1,0.1,-1,-23
CC(=O)N1c2ccccc2NC2=C(C(=O)CCC2)C1c1ccc(F)cc1 (stereo not given),-3,-1,24,x,-10,20,-4,3,-2.4,-3,3
CN(c1ccccc1)S(=O)(=O)c1cccc(NC(=O)CSc2ncc(C(F)(F)F)cc2Cl)c1,-5,-4,3,-1,-8,19,24,-2,-0.9,-5,5
COc1ccccc1CNC(=O)c1cc(-c2cc(F)ccc2OC(C)C)n[nH]1,x,7,17,-6,8,10,7,x,-2.6,-4,-6
COc1cccc(Cl)c1NC(=O)N1CCc2c([nH]c3ccccc23)C1C(F)(F)F (stereo not given),-12,-9,-7,-5,5,9,9,-4,-0.5,-6,-20
Cc1nnc(SCCC(=O)Nc2ccc(F)cc2)s1,-2,-2,4,-4,2,-1,1,-1,-1.2,4,2
CCCCCCc1cc2cc(S(=O)(=O)c3ccc(F)c(Cl)c3)c(=O)oc2cc1O,21,-14,21,13,-28,49,-4,-1,-0.8,8,9
O=C(Cc1ccc2c(c1)OCCO2)N1CCN(S(=O)(=O)c2cccc(C(F)(F)F)c2)CC1,-1,10,11,-10,3,15,1,2,-0.1,4,-14
CN(CC(=O)Nc1ccccc1C(F)(F)F)C(=O)Cn1c(=O)oc2ccccc21,-9,5,1,-7,4,6,-5,3,-0.1,10,12
